LmPK inh: inhibitors of Leishmania mexicana pyruvate kinase. Q27686. purified LmPK, Kinase-Glo ATP luminescence, 1 h. Potency, µM (highest dose often 57.5 µM), without a hit: at the top dose activity change, negative = inhibition, actives largely listed as inhibitors. actives 0.37% (n = 290,000); note: potency is the fitted concentration of half-maximal effect
Target sequence (Q27686 whole entry, looked up): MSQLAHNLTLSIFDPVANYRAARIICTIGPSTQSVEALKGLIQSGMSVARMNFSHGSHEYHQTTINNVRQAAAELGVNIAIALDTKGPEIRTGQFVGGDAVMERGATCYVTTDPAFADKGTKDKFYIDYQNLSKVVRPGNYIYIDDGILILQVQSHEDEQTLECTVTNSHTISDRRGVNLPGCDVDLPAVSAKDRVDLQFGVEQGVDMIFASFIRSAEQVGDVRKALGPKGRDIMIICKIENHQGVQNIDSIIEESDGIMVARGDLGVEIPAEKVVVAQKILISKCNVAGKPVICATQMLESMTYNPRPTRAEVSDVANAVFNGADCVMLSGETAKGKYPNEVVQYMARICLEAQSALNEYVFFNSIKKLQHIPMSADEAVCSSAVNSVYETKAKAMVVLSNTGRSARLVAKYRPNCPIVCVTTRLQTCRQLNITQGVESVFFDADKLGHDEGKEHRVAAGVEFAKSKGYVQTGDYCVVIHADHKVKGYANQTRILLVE
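Screened at intermediate enzyme activity to detect both inhibitors and activators: LmPK at 0.1 nM, with a 0.5 nM enzyme column as activation reference. PEP 0.5 mM, ADP 0.1 mM; ATP detected by luminescence after 1 h.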
HCV inhibitor: inhibitors of hepatitis C virus infection; Huh7.5.1 HCVcc-Cre infection, luciferase reporter, 44 h; Potency, µM (titrated, usually from 41.8 µM), inactives show top-dose activity change, negative = inhibition, most hits filed as inhibitors; actives 3.4% (n = 340,000); note: potency is the fitted concentration of half-maximal effect
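A cell-based infection assay in which seeded cells (1,000 per well) receive test compound after 4 h, are inoculated with HCVcc-Cre at approximately 0.5 moi, and are incubated 44 h before luminescence detection.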
AmpC no deterg: inhibitors of E. coli AmpC beta-lactamase without detergent; P00811; AmpC nitrocefin hydrolysis, absorbance 480 nm, 0.0001% Triton; Potency, µM (titrated, usually from 57.1 µM), for inactives: at the highest dose activity change, negative = inhibition, hits mostly inhibitors; actives 0.52% (n = 330,000); AID 485341;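 note: potency is the fitted concentration of half-maximal effect; plate controls were no compound for no effect and no enzyme for full effect; nearly all actives have a fitted effect of over 20% in size; some results filed as inactive show a strong effect at the top dose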
Target sequence (P00811 whole entry, looked up): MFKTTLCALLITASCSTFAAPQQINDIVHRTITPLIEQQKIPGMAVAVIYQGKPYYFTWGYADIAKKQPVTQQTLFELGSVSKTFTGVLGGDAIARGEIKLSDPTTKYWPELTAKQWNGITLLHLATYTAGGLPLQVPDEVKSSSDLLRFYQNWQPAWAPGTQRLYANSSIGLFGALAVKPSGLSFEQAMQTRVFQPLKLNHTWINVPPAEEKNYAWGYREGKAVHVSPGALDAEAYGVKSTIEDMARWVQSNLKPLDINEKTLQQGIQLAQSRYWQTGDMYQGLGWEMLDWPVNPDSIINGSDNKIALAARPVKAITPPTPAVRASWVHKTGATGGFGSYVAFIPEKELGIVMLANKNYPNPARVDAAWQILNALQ
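AmpC (5.3 nM in the dispensed reagent) in 20 mM phosphate pH 7.0 with 0.01% (detergent screen) or 0.0001% Triton X-100 was preincubated with compounds for 15 min at room temperature. Nitrocefin was then added from an 800 uM solution, and hydrolysis was followed at 480 nm.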
TbPYK inhibitor: inhibitors of Trypanosoma brucei pyruvate kinase. TbPYK enzyme, Kinase-Glo Plus ATP luminescence, 45 min. Potency, µM (highest dose often 76.8 µM), without a hit: top-dose activity, negative = inhibition, actives largely listed as inhibitors. actives 0.12% (n = 410,000). AID 624173; note: potency is the fitted concentration of half-maximal effect; nearly all actives have a fitted effect of over 50% in size
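Glycolytic pyruvate kinase of T. brucei was incubated with substrate, test compound and 130 uM ADP for 45 minutes at room temperature. Luminescent Kinase-Glo Plus signal was measured after 10 minutes.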
AMA1 RON2 block: disrupts binding of P. falciparum AMA1 to RON2. AlphaScreen AMA1-biotinylated RON2 peptide binding. Potency, µM (doses to about 58.2 µM), for inactives: top-dose activity change, negative = inhibition, actives largely listed as inhibitors. actives 0.2% (n = 360,000);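 note: potency is the fitted concentration of half-maximal effect; 0% = vehicle wells and -100% = peptide control; nearly all actives have a fitted effect of over 45% in size; some results filed as inactive show a strong effect at the top dose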
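AMA1 (3D7) with his tag at 25 nM final met compounds first, then biotinylated RON2 peptide at 25 nM; detection used donor plus acceptor beads, 10 µg/mL apiece, read by AlphaScreen after 30 min at room temperature.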
HCMV antiviral: human cytomegalovirus inhibition; HFF cells, HCMV-luciferase reporter, 72 h; hits give low values; activity change, negative = inhibition, % at 57.5 µM; actives 4.5% (n = 410,000); in the data active = activity change below about -60%; inconclusive = no clear call, values can overlap the other calls; inactive = above about -39%
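Compounds were evaluated in HFFs infected with an HCMV luciferase reporter virus (MOI 1 PFU/cell). Luciferase in lysates collected 72 h post infection served as the replication measure.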
AmpC detergent: inhibitors of E. coli AmpC beta-lactamase with detergent | AmpC hydrolysis of nitrocefin, absorbance 480 nm, 0.01% Triton | Potency, µM (top dose mostly 114 µM), inactives show at the highest dose activity change, negative = inhibition, hits mostly inhibitors | actives 0.041% (n = 370,000);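 note: potency is the fitted concentration of half-maximal effect; 0% = no-compound wells and -100% = no-enzyme wells; nearly all actives have a fitted effect of over 25% in size; some results filed as inactive show a strong effect at the top dose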
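20 mM phosphate pH 7.0 + 0.01% (detergent screen) or 0.0001% Triton X-100; 5.3 nM AmpC reagent; cpd preinc 15 min RT; nitrocefin (800 uM stock) to start; A480 q20 s × 4 min; Activity was normalised to no-enzyme and no-compound control wells.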
* hit, by the source's call; ? = inconclusive; . = no result given; & = joins results of further samples; [ ] = dose if it differs, or a comment. Unless noted, calls come from the whole dose curve; as a rule, active = well fitted curve in the direction sought with a large enough effect; inconclusive = small, poorly fitted or top-dose-only effect, or another doubt; inactive = no such curve, though single readings can be large; an effect the other way counts as inactive or inconclusive. Unless noted, % is set by controls: 0 for no effect and ±100 for the full control effect.

Value order – LmPK inh | HCV inhibitor | AmpC no deterg | TbPYK inhibitor | AMA1 RON2 block | HCMV antiviral | AmpC detergent
Cc1ccc(S(=O)(=O)NCCC(=O)Nc2ncccc2O)cc1C
    . | ? | -12% | 0% | 67%[activator] | -25 | -18%
CCOc1ccc(NC(=S)Nc2cccc3cnccc23)cc1
    -1% | ? | -16% | 2% | 4% | -35 | ?
COc1cc(OC)cc(C(=O)N2CCN(C3CCCCC3)CC2)c1
    1% | 4% | -13% | 17% | ? | 37 | ?
Cc1cc(C(=O)N/N=C2/CC(C)CC(C)(C)C2)c(C)o1 (stereo not drawn)
    -4% | 3% | -27% | -12% | 46%[activator] | -18 | -1%
CCO[C@H]1OC(C(=O)NCc2ccccc2)=C[C@@H](C)[C@@H]1CCCO
    -4% | -6% | 16% | 7% | -4% | -8 | -1%
Cc1nn(-c2ccccc2Cl)c(Cl)c1/C=C(\C#N)C(N)=O
    -4% | 9% | -6% | -4% | 12% | -39 | -10%
O=C(C[C@H]1C[C@H](C(=O)N2CCCCC2)[C@@]2(CCc3ccccc3)c3[nH]c4cc(-c5ccco5)ccc4c3CCN2C1=O)NCc1cccc(C(F)(F)F)c1
    . | 7% | -8% | -3% | -15% | -1 | .
CCOCCCn1c(=S)[nH]c2cc(C(=O)NCC(OC)OC)ccc2c1=O
    0% | -10% | -7% | -8% | 43%[activator] | ? | 3%
COc1cccc(CNC(=O)CN2C(=O)N(c3cc(C)ccc3C)S(=O)(=O)c3ccccc32)c1OC
    . | . | . | 3% | . | -24 | 7%
CCOC(=O)c1cn(Cc2c(C)c(C)c(C)c(C)c2C)nn1
    4% | ? | -22% | 3% | -8% | 12 | -4%
COc1ccc(C2CC(=O)c3cc(-c4nc(-c5cccc(Cl)c5)cs4)c(=O)[nH]c3C2)cc1 (stereo not drawn)
    . | . | . | -7% | . | -2 | 17%
O=C(COC(=O)/C=C/c1cc(Br)ccc1F)Nc1ccc2[nH]c(=O)[nH]c2c1
    . | 7% | -47% | -4% | 6% | 0 | -14%
CSCc1nc2scc(-c3ccccc3)c2c(=O)[nH]1
    4% | 19% | -12% | -1% | 9% | -24 | 2%
COc1cc([N+](=O)[O-])cc(/C=N/NC(=O)c2cncc(Br)c2)c1O
    -3% | ? | -32% | -1% | -66% | -24 | -2%
C[C@@H]1CCCCO[C@H](CN(C)C(=O)Nc2ccc(C(F)(F)F)cc2)[C@@H](C)CN([C@H](C)CO)C(=O)c2cc(NC(=O)Nc3ccc4c(c3)OCO4)ccc2O1
    . | . | . | 7% | 11% | 24 | .
NCCNC(=O)c1c(O)c2cccc3c2n(c1=O)CCC3
    -3% | -26% | 6% | -1% | 28% | 13 | -11%
COCCN1CCc2nc(SCC(=O)Nc3ccc(C)c(Cl)c3)[nH]c(=O)c2C1
    . | . | . | 2% | . | -14 | 25%
CCOc1cccc2c1Oc1nc(-c3ccccc3)nc(SCC(=O)Nc3ccc(F)cc3)c1C2
    . | . | . | 1% | . | 30 | -5%
Cc1ccc(NC(=O)c2ccoc2C)cc1C
    14µM* | -12% | -20% | -24% | -20% | 38 | 1%
Cc1[nH]n(C(N)=S)c(=O)c1N=Nc1ccc(Br)cc1
    10% | -14% | -15% | -6% | 119%[activator] | 67 | -9%
CCOc1cc(/C=N/NC(=O)c2ccncc2)cc(Cl)c1OS(C)(=O)=O
    -1% | -8% | -12% | 0% | 0% | 29 | -5%
CCOC(=O)c1c(NC(=O)c2ccccc2OCC)sc2c1CCC(CC)C2 (stereo not drawn)
    . | . | . | -4% | . | -1 | 8%
O=C(CCC(=O)c1cccs1)NCc1ccncc1
    ? | 35%[activator] | -4% | 2% | 2% | -37 | 4%
S=C(NC1CCCCC1)N1CCC(c2cnc[nH]2)CC1
    . | 5% | . | 3% | 18% | -27 | .
Clc1ccc(-c2csc3ncnc(N4CCc5ccccc5C4)c23)cc1
    1% | -5% | -11% | 2% | -5% | -39 | -9%
Cc1cccc(N2CCN(C(=O)Cc3c(C(=O)O)[nH]c4ccc(Cl)cc34)CC2)c1C
    9% | 4% | 22% | 2% | 2% | -11 | -18%
COc1cc(N=c2ssnc2Cl)c(OC)cc1Cl
    -4% | ? | -8%&-6% | 11µM* | -20%&-17% | -3&-3 | 3%&-20%
CC(C)n1nccc1N(Cc1ccc(Br)cc1)S(=O)(=O)c1ccccc1
    -4% | -15% | 8% | 1% | -12% | -14 | -2%
C[C@H]1C=C(C(=O)NCc2nc3ccccc3[nH]2)O[C@@H](OCCCCO)C1
    . | 8% | . | -6% | 40%[activator] | -20 | .
O=c1[nH][nH]c2c1C(c1ccc(F)cc1)OC(CCc1ccccc1)C2 (stereo not drawn)
    . | . | . | -3% | 88%[activator] | -1 | .
CCCCNc1nc(CC(C)=O)ns1
    3% | ? | -11% | 2% | 6% | -37 | -10%
COc1ccc(S(=O)(=O)N2CCC(C(=O)N[C@H](C(=O)N3CCCC3)C(C)C)CC2)cc1
    2% | 11% | 27% | -12% | -8% | 2 | -6%
O=C(Cn1cc(C(F)(F)F)ccc1=O)N1CCc2ccccc2C1
    . | 16% | -3% | 1% | 3% | -1 | -1%
Cc1nc(CCNC(=O)COc2ccccc2)cs1
    0% | 1% | -6% | 0% | -3% | 13 | -11%
O=C(NCCO)c1ccc2nc(Cc3cccc(Cl)c3)oc2c1
    0% | -2% | -14% | 1% | -9% | 42 | ?
COc1ccc(NC(=O)Cc2csc(C)n2)cc1
    . | . | . | -12% | . | 6 | 18%
COc1ccc(NC(=S)N(Cc2cccnc2)Cc2ccco2)cc1
    8% | 21% | -25% | -3% | -3% | -6 | 4%
O=C(NCCC(=O)N1CCN(c2ccccc2O)CC1)c1ccc(Br)cc1
    . | 0% | 64%[activator] | -3% | -13% | -12 | 0%
CCN1CCN(C(=O)c2cc3nc(-c4ccccc4)cc(C(F)(F)F)n3n2)CC1
    -10% | ? | 25% | -2% | ? | -19 | ?
Cn1c(NCCCCO)nc2c1c(=O)n(Cc1ccc(Cl)cc1)c(=O)n2C
    . | . | . | 3% | . | -15 | 25%

Whole records from above:
`C[C@H]1C=C(C(=O)NCc2nc3ccccc3[nH]2)O[C@@H](OCCCCO)C1` across the screens: LmPK inh: .; HCV inhibitor: 8%; AmpC no deterg: .; TbPYK inhibitor: -6%; AMA1 RON2 block: 40%[activator]; HCMV antiviral: -20; AmpC detergent: .
`CC(C)n1nccc1N(Cc1ccc(Br)cc1)S(=O)(=O)c1ccccc1` across the screens: LmPK inh: -4%; HCV inhibitor: -15%; AmpC no deterg: 8%; TbPYK inhibitor: 1%; AMA1 RON2 block: -12%; HCMV antiviral: -14; AmpC detergent: -2%

Additional records.
Value order – LmPK inh | HCV inhibitor | AmpC no deterg | TbPYK inhibitor | AMA1 RON2 block | HCMV antiviral | AmpC detergent
CN(CC(=O)Nc1ccc(Cl)cc1)C(=O)CCc1c[nH]c2ccccc12
    5% | -26% | 18% | -1% | -4% | -2 | -9%
O=C(N/N=C/c1ccc2c(c1)OCO2)c1cc(-c2ccccc2)nc2ccccc12
    5% | 6% | -31% | 0% | 4% | -34 | -6%
O=C(CCCN1C(=O)/C(=C/c2cccc(Br)c2)SC1=S)Nc1cccnc1
    -11% | ? | ? | -6% | -6% | -99* | 1%
O=C(c1ccccc1F)N1CCOCC1
    -1% | 1% | -24% | -2% | -2% | -36 | 9%
O=c1[nH]c(=S)[nH]c(O)c1N=Nc1ccc(OC(F)F)cc1
    -1% | 15% | -7% | -7% | 91%[activator] | ? | 10%
c1cncc(CSc2ccc(-c3cccs3)nn2)c1
    2% | ? | -7% | -3% | 5% | -24 | 0%
O=c1c2ccccc2nnn1CSc1nnc(-c2cccnc2)n1-c1ccccc1F
    4% | 3% | 21% | -9% | -5% | 6 | ?
CC(C)(C)c1ccc(C2/C(=C(\O)c3ccc4c(c3)OCCO4)C(=O)C(=O)N2CCCN2CCOCC2)cc1 (stereo not drawn)
    -2% | 13% | -4% | -6% | -13% | -26 | -1%
Cc1ccc(S(=O)(=O)N2CCCCC2)cc1NC(=O)c1ccc2ccccc2n1
    -2% | 10% | -31% | -1% | -6% | 44 | ?
O=c1cc(COn2nnc3ccc(C(F)(F)F)cc32)nc2sccn12
    2% | ? | 1% | -13% | -3% | 9 | -11%
COc1ccc(CNC(=O)CN2CCN(S(=O)(=O)c3cccs3)CC2)cc1OC
    2% | -10% | 29% | -4% | -2% | 18 | -15%
O=C1C2CCCN2C(c2ccc(F)cc2)N1c1cccc(Cl)c1 (stereo not drawn)
    5% | 8% | 3% | -13% | 7% | 34 | ?
Cc1ccccc1C(=O)NC(=S)Nc1ncccn1
    5% | 7% | -1% | -1% | 12% | 88 | 3%
CCN1CCN(C2=C(Cl)C(=O)N(Cc3ccccc3)C2=O)CC1
    -1% | -4% | 1% | 6% | 0% | -27 | 0%
Cc1ccc(S(=O)(=O)N2CCOCC2)cc1NC(=O)COc1cccc(Oc2ccccc2)c1
    . | ? | -1% | -9% | 1% | ? | -19%
COc1ccc(C(=O)N2CCN(C3CCC(c4ccccc4)CC3)CC2)cc1OC (stereo not drawn)
    -8% | ? | 122%[activator] | -2% | ? | 18 | -12%
CN1CCC(NC(=O)Cc2c(F)cccc2Cl)CC1
    -3% | 11% | -19% | -11% | 30% | 8 | ?
Cc1ccc(SCc2c(C(=O)N/N=C/c3ccoc3)nnn2-c2nonc2N)cc1
    3% | -1% | -46% | -10% | 59%[activator] | -35 | 4%
Cc1ccc(C(N)=S)c(C)c1
    -5% | 10% | -14% | -6% | 11% | 31 | -14%
Cc1occc1-c1nnc(SCC(=O)Nc2c(F)cccc2F)n1C
    . | 13% | -7% | 7% | 0% | ? | -2%

Reprinted at random: six entries already listed.
Value order – LmPK inh | HCV inhibitor | AmpC no deterg | TbPYK inhibitor | AMA1 RON2 block | HCMV antiviral | AmpC detergent
COc1ccc(C(=O)N2CCN(C3CCC(c4ccccc4)CC3)CC2)cc1OC (stereo not drawn)
    -8% | ? | 122%[activator] | -2% | ? | 18 | -12%
O=C1C2CCCN2C(c2ccc(F)cc2)N1c1cccc(Cl)c1 (stereo not drawn)
    5% | 8% | 3% | -13% | 7% | 34 | ?
Cc1ccccc1C(=O)NC(=S)Nc1ncccn1
    5% | 7% | -1% | -1% | 12% | 88 | 3%
O=c1[nH]c(=S)[nH]c(O)c1N=Nc1ccc(OC(F)F)cc1
    -1% | 15% | -7% | -7% | 91%[activator] | ? | 10%
c1cncc(CSc2ccc(-c3cccs3)nn2)c1
    2% | ? | -7% | -3% | 5% | -24 | 0%
O=C(N/N=C/c1ccc2c(c1)OCO2)c1cc(-c2ccccc2)nc2ccccc12
    5% | 6% | -31% | 0% | 4% | -34 | -6%
